LMP1 NFkB inh: EBV LMP1-driven NF-kappaB luciferase reporter inhibitors, primary screen, cell-based, luminescence, single point; LMP1-induced NF-kappaB luciferase reporter cells; inhibition, % at 12.5 µM; actives 0.69% (n = 350,000); in the data active = inhibition above about 41%;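 also: 0% = neutral control wells and 100% = reference inhibitor control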
NCOA1 inh: SRC1 coactivator transcriptional activity inhibitors, primary screen, cell-based, luminescence; AID 588354, 2011; inhibition, % at 3.6 µM; HEK293 GAL4-SRC1 luciferase reporter; Nuclear receptor coactivator 1 (Homo sapiens), Q15788; actives 0.12% (n = 360,000);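 active = inhibition above the campaign mean plus 3 SD, with each screening campaign given its own cutoff, cut at about 60% in these data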;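 also: 0% = DMSO treated cells and 100% = gossypol at 36 µM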
TROY signal inh: inhibitors of TROY-driven NF-kB signaling, primary screen, Q293 LMP1-TROYcd cells, NF-kB luciferase, uHTS; inhibition, % at 10 µM; actives 0.98% (n = 360,000); AID 1347056, 2019; Q293 LMP1-TROYcd NF-kB luciferase reporter, 4 h;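 active = compounds whose plate-normalised and pattern-corrected inhibition of the luciferase reporter signal at the single screening dose is 50% or more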
SRC3 inh: SRC3 coactivator transcriptional activity inhibitors, primary screen, cell-based, luminescence | HEK293 GAL4-SRC3 luciferase reporter | inhibition, % at 3.6 µM | actives 0.17% (n = 360,000) | AID 588352, 2011;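 active = inhibition above a per-campaign cutoff, the mean of all compounds plus 3 SD, cut at about 60% in these data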;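 also: 0% = DMSO-treated cells and 100% = gossypol-treated cells at 36 µM; higher means less SRC3-driven luciferase light from the GAL4 reporter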
NR2F2 inh: NR2F2 transcriptional activity inhibitors, primary screen, cell-based, luciferase reporter, HEK293T, luminescence. COUP transcription factor 2 (Homo sapiens), P24468. AID 686940, 2013. actives 0.7% (n = 370,000). HEK293T NGFI-A luciferase reporter. inhibition, % at 8.6 µM;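 active = inhibition above a per-plate cutoff, mean inhibition of test wells between control levels plus 3 SD, cut at about 38% in these data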;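 also: cells cotransfected with COUP-TFII expression vector driving the NGFI-A reporter; 0% = median of COUP-TF2 test wells and 100% = reporter-only cells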
Target sequence (P24468 whole entry, looked up): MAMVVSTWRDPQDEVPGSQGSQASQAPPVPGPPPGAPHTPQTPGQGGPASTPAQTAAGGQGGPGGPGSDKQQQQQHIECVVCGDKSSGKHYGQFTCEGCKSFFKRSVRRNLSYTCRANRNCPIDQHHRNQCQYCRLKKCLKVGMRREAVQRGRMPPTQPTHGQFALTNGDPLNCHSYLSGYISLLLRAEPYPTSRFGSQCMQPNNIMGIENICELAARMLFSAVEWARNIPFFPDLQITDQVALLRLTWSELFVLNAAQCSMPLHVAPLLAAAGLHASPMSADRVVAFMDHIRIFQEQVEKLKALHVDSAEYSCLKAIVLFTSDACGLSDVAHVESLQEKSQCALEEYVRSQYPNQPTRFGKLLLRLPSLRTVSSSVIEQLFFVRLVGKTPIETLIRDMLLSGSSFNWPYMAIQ
C8 TRAIL sens: viability loss with TRAIL in NB7+C8 cells, primary screen, TRAIL sensitizer project, cell-based, ATPlite luminescence | AID 624354, 2012 | actives 1% (n = 360,000) | inhibition (viability loss, TRAIL sensitization), % at 10 µM;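 active = compounds causing at least 50% loss of cell viability in the single-dose screen, relative to plate controls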
NR5A2 inv ag: LRH-1 (NR5A2) inverse agonists, primary screen, cell-based, luminescence, HEK293T, StAR-luciferase reporter | LRH-1 transfected, 24 h | inhibition, % at 3.6 µM | actives 0.13% (n = 360,000) | Nuclear receptor subfamily 5 group A member 2 (Homo sapiens), O00482;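 active = inhibition above the mean inhibition of all tested compounds plus 3 SD, cut at about 73% in these data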;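 also: 0% = DMSO wells and 100% = reporter-only cells lacking LRH-1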
Target sequence (O00482 whole entry, looked up): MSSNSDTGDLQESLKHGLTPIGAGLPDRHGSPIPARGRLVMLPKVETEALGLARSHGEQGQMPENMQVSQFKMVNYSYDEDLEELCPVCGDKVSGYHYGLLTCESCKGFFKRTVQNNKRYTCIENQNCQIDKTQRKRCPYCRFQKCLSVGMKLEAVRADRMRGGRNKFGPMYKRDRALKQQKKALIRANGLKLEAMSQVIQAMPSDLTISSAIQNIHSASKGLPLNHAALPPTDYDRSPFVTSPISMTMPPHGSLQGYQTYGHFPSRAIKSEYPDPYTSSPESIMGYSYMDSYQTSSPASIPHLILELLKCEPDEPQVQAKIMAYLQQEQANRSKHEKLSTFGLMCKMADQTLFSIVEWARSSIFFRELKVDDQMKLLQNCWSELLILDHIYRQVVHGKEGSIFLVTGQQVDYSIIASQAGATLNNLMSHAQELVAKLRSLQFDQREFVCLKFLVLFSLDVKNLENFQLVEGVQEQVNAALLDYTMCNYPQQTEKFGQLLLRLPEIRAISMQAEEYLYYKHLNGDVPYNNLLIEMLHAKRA
SRC2 inh: inhibition of GAL4-SRC2 driven luciferase reporter, primary screen, SRC2 inhibitor project, cell-based, luminescence. Nuclear receptor coactivator 2 (Homo sapiens), Q15596. HEK293 GAL4-SRC2 luciferase reporter. inhibition, % at 9 µM. actives 0.17% (n = 370,000). AID 651957, 2012;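 active = inhibition above the mean inhibition of all tested compounds plus 3 SD, set per campaign, cut at about 52% in these data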;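 also: 0% = DMSO treated cells and 100% = cells given Gossypol at 36 µM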
CF NFkB inh: inhibitors of PAF-induced NF-kB signaling, primary screen, cell-based, GFP fluorescence, uHTS; inhibition, % at 5 µM; AID 588850, 2011; KKLEB NF-kB-GFP reporter, GFP fluorescence overnight; actives 0.86% (n = 360,000);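 active = at least 50% inhibition at 5 µM, scaled per plate between neutral and stimulator controls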;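 also: PAF is a Pseudomonas aeruginosa culture filtrate used as stimulus; plate controls were PAF-stimulated DMSO wells for no effect and unstimulated DMSO wells for full effect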
KKLEB tox: cytotoxicity in KKLEB CF airway cells, primary screen, cytotoxicity control for CF NF-kB inhibitor project, cell-based, uHTS, fluorescence assay plates. actives 0.36% (n = 360,000). activity change (cytotoxicity), % at 5 µM. KKLEB CF airway cells viability, ATPlite luminescence, overnight; hits give low values; cells stimulated with P. aeruginosa culture filtrate;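 active = corrected activity change at or below -50% at 5 µM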
TWEAK-Fn14 inh: inhibitors of TWEAK-Fn14 signaling, primary screen, luciferase reporter cells, uHTS | TWEAK-stimulated Fn14 reporter cells, luciferase luminescence, 8 h | inhibition, % at 10 µM | actives 2% (n = 360,000) | AID 1159606, 2016; in the data active = inhibition above about 50%
* hit, by the source's call; / = not tested or not shown. Outcome played no part in choosing rows (roughly 4.2% active in at least one column).

SMILES	LMP1 NFkB inh	NCOA1 inh	TROY signal inh	SRC3 inh	NR2F2 inh	C8 TRAIL sens	NR5A2 inv ag	SRC2 inh	CF NFkB inh	KKLEB tox	TWEAK-Fn14 inh
CCN(CC)S(=O)(=O)c1cc(NC(=O)CSc2nnc(N)s2)ccc1C	0	-2	12	-2	-17	-25	-26	5	5	7	-5
S=C(NCCCc1ccccc1)Nc1ccccc1Cl	2	11	26	6	12	-8	-19	-3	2	-2	-18
C#CCN(C[C@@H]1[C@@H](OC(=O)NCc2ccccc2)[C@@H](OC(=O)NCc2ccccc2)Cn2c(=O)n(CCCCCC)c(=O)n21)S(=O)(=O)c1ccc(C)cc1	-25	3	4	-11	11	-1	6	-20	6	16	4
C=CCOC(=O)C1=C(C)NC(SC)=C(C#N)C1c1cccs1 (stereo unspecified)	2	-9	12	12	2	-6	-1	-14	10	-16	33
O=C(NCCc1c[nH]c2ccccc12)c1ccco1	-9	-2	-28	-23	-12	-6	-26	-34	-6	4	-3
C=CCN1c2ccccc2[C@]23C[C@@H](C(=O)OC)N(C(=O)NCCC)C2=NC(C(=O)OC)=C(C(=O)OC)[C@H]13	19	6	-9	-10	6	8	4	5	-2	-4	-37
COc1ccccc1CN(Cc1ccco1)S(=O)(=O)c1ccc(-n2cnnn2)c(OC)c1	1	4	5	0	18	-6	2	-9	-2	5	-24
O=C(Cc1ccc2c(c1)OCCO2)N1CCN(S(=O)(=O)c2cccc(C(F)(F)F)c2)CC1	6	-1	8	10	2	-6	1	-28	-21	5	-13
COCCN1C[C@@H](CO)O[C@@H](n2cnc3c(N4CCN(C)CC4)ncnc32)C1	/	-7	2	-4	/	13	0	/	-21	2	6
O=C(Nc1ccccc1Br)c1ccc2nccnc2c1	-5	-35	-23	-47	-31	43	-88	3	28	1	27
CN(C)/C(=N\S(=O)(=O)c1ccc(Br)cc1)c1ccccc1	8	-17	-4	-12	-2	-13	-5	1	-22	4	7
Cc1ccccc1OCC(=O)Nc1ccccc1C(=O)N1CCCCC1	-9	-6	-14	-2	-20	9	-29	-23	8	-5	-1
CC(=O)N1N=C(c2ccc(C(C)(C)C)cc2)OC1(C)C	0	-7	17	12	2	17	-9	11	-5	8	-8
Clc1ccc(-c2nnc(C3CCCCC3)o2)cc1	-11	-15	-62	-14	-16	7	-27	-13	9	1	-24
CC(C)n1cnc2c(Nc3ccc(F)c(Cl)c3)nc(NCCO)nc21	0	-15	15	-7	-1	-5	9	-46	25	10	21
COC[C@@H]1CCCN1c1ccc2c(c1)O[C@@H](COCc1ccccc1)CN([C@@H](C)c1ccccc1)S2(=O)=O	/	/	6	/	-6	-15	26	-6	/	/	15
Cn1c(SCC(=O)N/N=C/c2cccnc2)nnc1-c1ccccc1	0	5	-14	3	21	-10	-3	-4	-2	0	-1
Cc1ccc(C(C(=O)NCc2ccc(F)cc2)N(Cc2ccco2)C(=O)c2snc(C(N)=O)c2N)o1 (stereo unspecified)	-11	15	21	8	20	20	11	16	4	-12	33
CCOc1ccc2[nH]c(=O)c(CN(Cc3ccco3)C(=O)c3cccc(F)c3)cc2c1	2	-13	-10	13	/	2	-19	/	12	-11	9
CCOC(=O)c1cnn(-c2ccc([N+](=O)[O-])cc2)c1N	0	-51	-14	-12	-25	-13	-7	-6	3	0	-6
CCS(=O)(=O)N1CCCC(C(=O)NCCCOC)C1 (stereo unspecified)	-7	4	-23	16	7	9	-6	3	0	-5	-12
COc1ccccc1CCc1nnc(CCC(=O)NCC(C)Oc2cccnc2)o1 (stereo unspecified)	-5	8	9	9	-8	-6	-7	4	16	-2	0
COc1ccccc1NC(=S)NC(=O)CC(C)C	-1	-4	2	9	-16	-1	-3	-6	-10	4	-9
CN(C)c1cc(N/N=C\c2ccccc2)nc(N(C)C)n1	-19	-41	1	-24	-10	13	28	8	0	0	-30
O=C(NC(=S)N1CCN(c2ccc(Cl)cc2[N+](=O)[O-])CC1)c1ccco1	6	-9	15	20	-19	-5	-6	4	4	-1	-14

2 consecutive entries out of the list so far, for reference:
SMILES	LMP1 NFkB inh	NCOA1 inh	TROY signal inh	SRC3 inh	NR2F2 inh	C8 TRAIL sens	NR5A2 inv ag	SRC2 inh	CF NFkB inh	KKLEB tox	TWEAK-Fn14 inh
C=CCN1c2ccccc2[C@]23C[C@@H](C(=O)OC)N(C(=O)NCCC)C2=NC(C(=O)OC)=C(C(=O)OC)[C@H]13	19	6	-9	-10	6	8	4	5	-2	-4	-37
COc1ccccc1CN(Cc1ccco1)S(=O)(=O)c1ccc(-n2cnnn2)c(OC)c1	1	4	5	0	18	-6	2	-9	-2	5	-24

Single records, from the list above:
Entry for Cn1c(SCC(=O)N/N=C/c2cccnc2)nnc1-c1ccccc1 : LMP1 NFkB inh = 0; NCOA1 inh = 5; TROY signal inh = -14; SRC3 inh = 3; NR2F2 inh = 21; C8 TRAIL sens = -10; NR5A2 inv ag = -3; SRC2 inh = -4; CF NFkB inh = -2; KKLEB tox = 0; TWEAK-Fn14 inh = -1
Entry for O=C(Nc1ccccc1Br)c1ccc2nccnc2c1 : LMP1 NFkB inh = -5; NCOA1 inh = -35; TROY signal inh = -23; SRC3 inh = -47; NR2F2 inh = -31; C8 TRAIL sens = 43; NR5A2 inv ag = -88; SRC2 inh = 3; CF NFkB inh = 28; KKLEB tox = 1; TWEAK-Fn14 inh = 27

Returning to the listing, repeating the seven entries before the break.
SMILES	LMP1 NFkB inh	NCOA1 inh	TROY signal inh	SRC3 inh	NR2F2 inh	C8 TRAIL sens	NR5A2 inv ag	SRC2 inh	CF NFkB inh	KKLEB tox	TWEAK-Fn14 inh
CCOc1ccc2[nH]c(=O)c(CN(Cc3ccco3)C(=O)c3cccc(F)c3)cc2c1	2	-13	-10	13	/	2	-19	/	12	-11	9
CCOC(=O)c1cnn(-c2ccc([N+](=O)[O-])cc2)c1N	0	-51	-14	-12	-25	-13	-7	-6	3	0	-6
CCS(=O)(=O)N1CCCC(C(=O)NCCCOC)C1 (stereo unspecified)	-7	4	-23	16	7	9	-6	3	0	-5	-12
COc1ccccc1CCc1nnc(CCC(=O)NCC(C)Oc2cccnc2)o1 (stereo unspecified)	-5	8	9	9	-8	-6	-7	4	16	-2	0
COc1ccccc1NC(=S)NC(=O)CC(C)C	-1	-4	2	9	-16	-1	-3	-6	-10	4	-9
CN(C)c1cc(N/N=C\c2ccccc2)nc(N(C)C)n1	-19	-41	1	-24	-10	13	28	8	0	0	-30
O=C(NC(=S)N1CCN(c2ccc(Cl)cc2[N+](=O)[O-])CC1)c1ccco1	6	-9	15	20	-19	-5	-6	4	4	-1	-14
COc1ccc(CC(=O)O/N=C(\N)Cc2cccc3ccccc23)cc1OC	-4	-6	-3	-7	4	8	-10	-5	9	-19	12
NS(=O)(=O)c1ccc(NC(=O)CSc2nnc(C3CC3)n2C2CC2)cc1	6	0	2	15	-16	3	-8	-4	-7	-2	-17
COC(=O)COc1ccc(S(=O)(=O)Nc2ccc3c(c2)OCCO3)cc1Cl	6	3	31	9	-1	9	31	24	-2	-4	3
O=C1COc2ccc(S(=O)(=O)CCC(=O)NC3CCCCC3)cc2N1	-1	-7	-10	18	-5	-13	19	-8	-17	-3	5
COc1ccccc1NC(=O)C(C)N1C(=O)C2CCCCC2C1=O (stereo unspecified)	-6	3	-3	-10	5	-10	-12	21	-8	14	16
O=C(O)c1cn(CCOc2ccccc2Cl)c2ccccc12	4	1	18	14	6	1	14	6	7	5	0
Nc1ncnc2c1ncn2[C@@H]1O[C@H](CNCc2ccc(-n3cccn3)cc2)[C@@H](O)[C@H]1O	-2	-21	-21	4	/	-3	-1	/	-10	0	3
Cc1cc(C)c(C(=O)c2ccccc2)c(C)c1	-2	-2	-9	-4	0	13	0	-34	-24	5	2
C=CCn1c(=NC(=O)c2ccco2)sc2cc(C(=O)OC)ccc21	-10	-36	-48	-30	-4	10	4	-23	4	-11	-10
Cc1ccc(-c2noc(CN(C)C(=O)c3ccc(Br)o3)n2)cc1	0	-20	-6	7	-12	1	-1	-10	9	-14	-8
NCCCCCNC(=O)/C=N\O	4	2	2	14	-4	-5	-1	0	-7	5	-7
CCNc1nc(NCC)nc(SCCOc2ccc(C)cc2)n1	-17	-33	14	-73	1	-5	-1	-13	11	-12	1
CCOc1ccc(CCNC(=O)CN(C)S(=O)(=O)c2ccc3c(c2)CCC(=O)N3)cc1OCC	-4	-8	12	3	-3	6	14	-17	-2	-8	-9
Oc1ccc(Nc2nc(N3CCCC3)c3ccccc3n2)cc1	-12	47	-23	52	9	25	8	-100	-65	-4	-150
CC(C)(C)c1csc(NC(=O)CSC2=NCCS2)n1	2	-15	-21	5	-2	2	-8	-6	-2	-2	-1
COCCN(CC(=O)Nc1cccc(C)c1C)C(=O)c1ccc2c(c1)OCO2	-4	4	0	10	-4	-3	9	-25	12	-6	-11
CN1CCN(c2ccc(CNC(=O)C3Cc4c(-c5ccccc5Oc5ccccc5)ccnc4O3)cc2)CC1 (stereo unspecified)	/	5	0	1	-11	2	-6	-16	-34	16	-2
CCCCc1nnc(NC(=O)CSCc2cc(=O)n3cc(C)sc3n2)s1	-3	8	3	12	-2	2	17	-23	15	-2	21
CCn1c(=O)c(C(=O)CN(C)Cc2ccc(F)cc2)c(N)n(Cc2ccccc2)c1=O	-8	3	-1	0	18	4	3	3	-2	0	-10
c1ccc(-c2ccc(OCCCn3cncn3)cc2)cc1	-11	-22	-56	-44	-16	9	-39	-3	-2	-9	-9
Cc1ccccc1-c1cc2nc(Oc3ccc4c(c3)OCO4)n(C)c(=O)c2s1	/	7	2	-1	2	-16	4	-5	32	-20	-12
COc1ccc(-c2csc(N(Cc3ccco3)C(=O)c3cccs3)n2)cc1	-3	-5	-36	7	6	2	-11	-7	16	-1	1
O=C(O)c1cc(N2C(=O)C3CCCCC3C2=O)ccc1NCc1cccnc1 (stereo unspecified)	3	-9	-7	15	1	9	-4	-24	2	-1	4
Cn1c(N)c(C(=O)COC(=O)C2(c3ccccc3F)CCCC2)c(=O)n(C)c1=O	-1	-44	/	2	-5	3	4	6	1	-7	12
S=C(NCc1ccco1)Nc1ccc(Br)cn1	2	-7	-18	-9	-5	-20	3	-29	3	-5	-12
O=C(COc1ccccc1)NCC(=O)NC1=NCCS1	-1	-23	-5	5	7	-7	2	25	3	-8	8
CCN(CC)c1ncnc2c1ncn2[C@H]1CN(Cc2cccnc2)C[C@@H](CO)O1	/	-7	15	1	2	10	0	-18	1	3	1
